hcGAS lum: inhibitors of human cGAS | inhibition, % at 12.5 µM | 290,000 tested, 0.081% active | recombinant h-cGAS, ATP depletion, Kinase-Glo luminescence | AID 1259398;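 also: 0% = vehicle reaction and 100% = reaction without DNA for no activity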
Target sequence (Q8N884 whole entry, looked up): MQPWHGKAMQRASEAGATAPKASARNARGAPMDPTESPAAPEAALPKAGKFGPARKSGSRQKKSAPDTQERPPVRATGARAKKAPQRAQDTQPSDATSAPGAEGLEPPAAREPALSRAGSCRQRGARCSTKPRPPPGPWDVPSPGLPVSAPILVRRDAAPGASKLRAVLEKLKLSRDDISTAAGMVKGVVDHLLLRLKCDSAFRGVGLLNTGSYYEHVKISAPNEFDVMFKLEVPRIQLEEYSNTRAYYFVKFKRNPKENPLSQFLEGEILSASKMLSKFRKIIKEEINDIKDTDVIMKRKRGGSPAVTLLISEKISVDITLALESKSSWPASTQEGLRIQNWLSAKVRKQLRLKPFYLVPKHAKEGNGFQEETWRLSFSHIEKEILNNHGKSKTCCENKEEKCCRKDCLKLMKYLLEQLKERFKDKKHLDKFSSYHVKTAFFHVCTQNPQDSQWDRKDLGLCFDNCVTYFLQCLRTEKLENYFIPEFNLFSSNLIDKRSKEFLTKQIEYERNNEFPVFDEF
NPYLR7 agonist: activates Aedes aegypti NPYLR7 receptor. 270,000 tested, 0.15% active. HEK293T NPYLR7/Galpha15, GCaMP6s calcium fluorescence. AID 1259423. activation, % at 10 µM; in the data active = activation above about 40%;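 also: 0% = vehicle and 100% = reference agonist at the receptor; some compounds past the cut are filed as inactive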
mcGAS inh: mouse cGAS inhibition by luminescence. inhibition, % at 12.5 µM. AID 1259399. 160,000 tested, 0.15% active. recombinant cGAS, Kinase-Glo ATP depletion luminescence. Q8C6L5;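 also: 0% = negative control wells and 100% = reference inhibitor with no enzyme activity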
Active calls of the source: *; nt = not tested or not shown. Rule as the data show it, unless noted: active = inhibition above about 40%; inactive = the rest.

molecule	hcGAS lum	NPYLR7 agonist	mcGAS inh
CCCNC(=O)C1(C)CCN1C(=O)Cc1ccc(C(C)(C)C)cc1 (stereo not given)	-3	7	nt
CCCCc1nc(Cl)c(CN2CCC(C3(C)NC(=O)NC3=O)CC2)[nH]1 (stereo not given)	-8	nt	-12
Cc1cc(CN2CCCC(C(=O)Nc3ccc(-c4nc5ccccc5[nH]4)cc3)C2)n[nH]1 (stereo not given)	3	6	nt
CCCCc1ccc(C(=O)N(CC(=O)N(CCc2c[nH]c3ccccc23)Cc2ccccc2)C2CC2)cc1	-13	-1	-5
CCN1C(=O)/C(=C2\SC(=S)N(NC(=O)c3ccccc3C)C2=O)c2ccccc21	8	-1	2
CC(C)c1cc(Cl)ncn1	-6	-4	nt
Cc1ccc(S(=O)(=O)Nc2cn(C)c(=O)n2C)cc1	-11	1	nt
CCOCCOc1nc(-c2cccc(C(F)(F)F)c2)n(-c2ccc(NC(=O)C3CCC3)cc2)n1	-5	6	-7
COc1ccccc1N1CCN(Cc2cc(=O)c(OCC(N)=O)co2)CC1	-3	1	-6
COc1ccc(CN(C)C(=O)CCN2CCCCO2)c2cccnc12	-7	6	nt
C=CCN1CC(COc2ccc(OC)cc2)Oc2ncccc2C1=O (stereo not given)	8	-4	-1
O=C(NCc1cccs1)N1CCN(c2nc3ccccc3[nH]2)CC1	-6	0	nt
CC(Sc1n[nH]c2nc3ccccc3n12)C(=O)c1c[nH]c2ccccc12 (stereo not given)	-3	1	nt
Cc1cc(NC(=O)C2CC3CCCC(C2)C3=O)ccc1N1CCCC1 (stereo not given)	-16	11	nt
O=[N+]([O-])c1ccccc1CN1CCCn2cccc2C1c1cc(F)c(F)cc1F (stereo not given)	-1	18	-4
COc1cccc(-c2nnc3ccc(OCCNC(=O)c4sc(C)nc4C)nn23)c1	-3	-10	-9
CC(C)c1cc(C2CCN(C(=O)c3cccc(N4CCNC4=O)c3)CC2)[nH]n1	-5	-2	-17
C=CCNC(=O)N1CCC2(CC1)[C@@H](C(=O)OCC)[C@@H](O)C(=O)N2C(C)C	-5	5	-7
Oc1ccc(-c2cn3c(n2)SCC3)cc1	-7	10	nt
Cn1nnc2c(Nc3ccccc3Cl)ncnc21	-5	11	nt
CC1(C)C2(C(=O)N3CCN(c4nccc(-c5ccco5)n4)CC3)CC[C@@]1(C)C(=O)O2	-5	23	-5
COc1ccc(C)cc1N1C(=O)C(c2c(C)[nH]n(-c3cccc(Cl)c3)c2=O)=C(N2CCCC2)C1=O	-7	2	-9
NS(=O)(=O)c1ccc(NC2=NS(=O)(=O)c3ccccc32)cc1	-6	17	-6
CCCCN1CCN(C(=O)c2cccc(-n3cnnc3)c2)CC1=O	-6	2	-23
CCOc1ccc(CN(C)CC(=O)NC(=O)c2ccc(C(C)(C)C)cc2)cc1	-14	-4	nt
O=S(=O)(c1ccccc1OC(F)(F)F)N(CC1CCOC1)C1CC1 (stereo not given)	-13	11	nt
Cc1ccc(-n2c(SCC(=O)NC(C)C)nc3ccccc3c2=O)nc1	-19	5	-4
Cc1nc2n(n1)C(=O)C(C(c1ccco1)N1CCN(c3cccc(Cl)c3)CC1)S2 (stereo not given)	-5	6	-6
CCCn1c(=O)[nH]c(=O)c2c1nc(-c1ccc(OC)c(Br)c1)n2CCOC	7	-1	nt
c1ccc2c(-c3cc(NC4CCNCC4)nc4[nH]ccc34)ccnc2c1	5	2	-10

Pulled by compound from the list above, 3 records:
molecule	hcGAS lum	NPYLR7 agonist	mcGAS inh
O=S(=O)(c1ccccc1OC(F)(F)F)N(CC1CCOC1)C1CC1 (stereo not given)	-13	11	nt
CCCCc1nc(Cl)c(CN2CCC(C3(C)NC(=O)NC3=O)CC2)[nH]1 (stereo not given)	-8	nt	-12
Cc1ccc(S(=O)(=O)Nc2cn(C)c(=O)n2C)cc1	-11	1	nt

Back to the main list with the 2 entries that preceded the break.
molecule	hcGAS lum	NPYLR7 agonist	mcGAS inh
CCCn1c(=O)[nH]c(=O)c2c1nc(-c1ccc(OC)c(Br)c1)n2CCOC	7	-1	nt
c1ccc2c(-c3cc(NC4CCNCC4)nc4[nH]ccc34)ccnc2c1	5	2	-10
Cc1[nH]cnc1C(=O)N1CCc2c(nc(-c3ccccn3)nc2N(C)C)C1	-4	-1	nt
Oc1ccc2c(Cc3ccc(Cl)cc3)noc2c1	-8	-3	nt
O=C(Nc1nnc(-c2ccc3c(c2)OCCO3)o1)c1ccc([N+](=O)[O-])cc1	-2	-4	-4
CCNC(=O)CN(CC)C(=O)CNC(=O)CCc1ccc(C)cc1	-6	5	-17
COCCNCc1nc2scc(-c3ccccc3)c2c(=O)[nH]1	-6	23	-5
COCCN1C(=O)N(Cc2ccccc2)C2(CCN(Cc3nccs3)CC2)C1=O	-2	12	1
COc1cc(-c2nc3ccccn3c2NC(C)(C)CC(C)(C)C)ccc1OC(=O)c1ccccc1Br	-5	18	-5
O=C(O)CN1C(=O)/C(=C\c2ccccc2C(F)(F)F)SC1=S	-6	-5	-2
O=C1NC(=Nc2ccccc2Cl)S/C1=C/c1cccc(C(=O)O)c1	-2	-13	nt
C=CCNC(=O)CSc1nc(=O)n2cc(C)ccc2n1	1	4	-1
Cc1cc(Cl)ccc1NC(=O)Cn1nnn(-c2cccs2)c1=O	-4	6	nt
Cc1cc(C)c(NC(=O)Cn2nc(-c3ccco3)c3sc(N4CCOCC4)nc3c2=O)c(C)c1	-5	-4	-5
COc1ccc(CN2CCn3nc(C(=O)N4CCc5ccccc5C4)cc3C2=O)cc1	-3	11	-5
COc1ccc(Cl)cc1-c1ncccc1C(=O)N1C[C@H]2CC[C@@H]1C2	-2	26	-16
Cc1cc(C)n(-c2nc(N/N=C\c3cccnc3)nc(Nc3ccccc3)n2)n1	1	-1	nt
COc1ccc(Nc2nnc(-c3cc4cc(Br)ccc4oc3=O)s2)cc1	-5	-8	-6
CCc1ccc2oc(-c3ccc(NC(=O)c4ccccc4OC)cc3)nc2c1	-6	9	-4
COc1ncccc1CNC(=O)C1(c2cccc(Cl)c2)CCC1	2	-2	nt
CCCCCOc1nc(N)nc2nc(SCC(=O)c3ccccc3)cnc12	0	3	nt
CC(N)=C(C#N)C(=O)CSc1nnc(-c2ccco2)n1C	3	-8	nt
O=C(Cc1csc(NC(=O)c2ccc[nH]c2=O)n1)NCCC1=CCCCC1	-7	2	-8
Cn1ccc2ccc(C#N)cc21	-16	3	-6
O=C(NC1=N[C@@]23CO[C@H](c4ccccc4)C[C@@H]2CC(=O)[C@H]3S1)c1ccccc1	-3	3	-6
COCc1nc(-c2ccc(CN3CCN(C(=O)CNC(C)=O)CC3)cc2)no1	-4	3	-6
N#Cc1ccc(-c2ccccc2)nc1SC(C(=O)O)c1ccccc1 (stereo not given)	0	-2	-5
CC(=O)c1cccc(-c2ccc(Cn3ccnc3)cc2)c1	-4	8	-13
CCC(C)N(Cc1ccccc1)S(=O)(=O)CCOC (stereo not given)	-6	8	nt
CN(C)Cc1cc(-c2nccn2CCn2cccn2)ccc1O	-1	8	nt
Cc1cccc(N2CCN(Cn3nc(C)n(-c4ccccc4)c3=S)CC2)c1C	0	-1	nt
Cc1ccccc1C1c2ccsc2CCN1C(C)C(=O)N1CCN(S(=O)(=O)Cc2ccccc2)CC1 (stereo not given)	-5	8	-4
O=C(NCCN1CCN(c2nc(Cc3ccccc3)ns2)CC1)c1ccc(Br)cc1	0	7	-4
CCCCCOc1ccc(NC(=O)C2OC3OC(C)(C)OC3C3OC(C)(C)OC23)cc1 (stereo not given)	-10	-3	-5
CCc1nc2ccc(C(=O)N3CCN(C(=O)c4ccco4)CC3)cn2c1N(C)Cc1ccc(N(C)C)cc1	-5	3	-5
O=C(NCc1n[nH]c2c1CCC2)c1coc2c1C(=O)CCC2	-2	11	nt
Clc1ccc2c(Sc3nnnn3C3CCCC3)ccnc2c1	-5	0	-11
CCCNC(=O)c1ccc2c(=O)n(-c3cc(C)cc(C)c3)c(SCC(=O)CC(=O)OC)nc2c1	-3	2	nt
Cc1ccsc1CNc1cccc(C(=O)N(C)C(C)c2ccon2)c1 (stereo not given)	-4	14	nt
O=C(NCc1cccnc1Oc1ccccc1)c1ccc(-n2cnnc2)nc1	-6	-8	-8
C#CCN(CC1CCCO1)C(=O)NC(c1ccccc1)c1nc(C(C)(C)C)cs1 (stereo not given)	-8	4	nt
Cc1ccc(C(=O)N2CCC(Cn3cc(C(C)O)nn3)CC2)cn1 (stereo not given)	-6	0	-10
COc1ccc(OC)c(C2CCCN2C(=O)C=Cc2ccc(F)cc2)c1 (stereo not given)	2	1	-2
Cc1nc2c(s1)C[C@@H]1[C@](C)(CO)[C@H](O)CC[C@@]1(C)[C@@H]2CC(=O)O	-3	-10	-7
NC(=NN=Cc1ccc(-c2ccc(Cl)cc2Cl)o1)c1nonc1N	-5	-1	-4
COc1cc(C=NN=C2CC3CCC2(C)C3(C)C)cc(OC)c1OC (stereo not given)	-6	1	-9
COc1ccc(-c2cc(C(=O)O)n(-c3ccc(C)cc3C)n2)cc1	-7	10	nt

Part of the list above, reduced to hcGAS lum and NPYLR7 agonist:
smiles	hcGAS lum	NPYLR7 agonist
CCCNC(=O)c1ccc2c(=O)n(-c3cc(C)cc(C)c3)c(SCC(=O)CC(=O)OC)nc2c1	-3	2
O=C(NCc1n[nH]c2c1CCC2)c1coc2c1C(=O)CCC2	-2	11

Carrying on:
molecule	hcGAS lum	NPYLR7 agonist	mcGAS inh
Cc1ccc(C(O)=C2C(=O)C(=O)N(CCN(C)C)C2c2ccccc2F)cc1 (stereo not given)	-6	-2	-8
COc1cc(Cl)c(C)cc1-n1ccnc(NCc2ccccc2)c1=O	-4	6	-6
COCCNC(=O)CSc1nnc(C)c2cnn(-c3ccc(C)c(C)c3)c12	-6	-11	-10
NC(=O)NCC(=O)N1CCC2(CCCN(CCCc3ccccc3)C2=O)C1 (stereo not given)	-2	2	-27
O=C(Cn1c2ccccc2c(=O)c2ccccc21)NCc1ccc(Cl)cc1	1	-2	nt
O=c1c2c3c(sc2nc2c4ccccc4cnn12)CCCC3	-8	14	-9
CC(Sc1nncs1)C(=O)N1CCN(C(=O)N2CCCCC2)CC1 (stereo not given)	-3	4	nt
COc1ccc(CCNC(=O)Cn2nnc(C(=O)Nc3cccc(C)c3C)c2N)cc1OC	-2	-5	-8
COc1cccc(CC(=O)N2CCC(n3cnc4ccccc43)CC2)c1	-12	nt	-7
COc1c(C)cnc(-c2[nH]c3cccc(F)c3c2C)c1C	5	2	nt
CCn1c(C2CCN(Cc3c(C)nn(C)c3N3CCOCC3)CC2)n[nH]c1=O	-5	9	-11
COc1ccc(Cl)cc1-c1nc(C=Nc2cccnc2)c(O)o1	-7	-10	-6
COc1ccc(Cl)cc1S(=O)(=O)NCc1ccc2c(c1)OCO2	0	2	-5
CCN(Cc1ccccc1)C(=O)c1ccccc1N1CCC(NC(=O)c2ccccc2C)CC1	-8	-1	-7
Cc1c(CSC(C)C)cccc1NC(=O)N1CC[C@H](O)C1	-7	-1	nt
COc1cccc(C(c2c(O)cc(C)[nH]c2=O)c2c(O)cc(C)[nH]c2=O)c1OC	1	-3	1
CCOc1ccccc1CNC(=O)c1c(C)noc1-c1cccnc1	-7	3	-8
CCc1cccc2c(C(CC(=O)NCCc3ccccc3)c3cccc(C(F)(F)F)c3)c[nH]c12 (stereo not given)	-6	nt	-8
Cc1ccccc1-n1nc2c(c1NC(=O)Cc1cccc3ccccc13)CS(=O)(=O)C2	-7	-4	nt
Cc1cc2nc(-c3ccc(NC(=O)c4ccc(C)c([N+](=O)[O-])c4)cc3)oc2cc1C	-7	1	-4
Cc1cccc(OC(C)C(=O)NCc2nncn2-c2ccccc2)c1 (stereo not given)	-5	-2	-11
O=C1O[C@@H]2CN(c3cnc4ccccc4n3)C[C@@H]2N1CCCN1CCOCC1	-5	22	-17
NC(=O)c1ccc(CN2CCC3(CC2)OCc2ccccc23)cc1	-2	-1	nt
COc1ccc(-n2c(SCc3ccc(C(=O)NCc4cccc(C(F)(F)F)c4)cc3)nnc2-c2cccc(OC)c2)cc1	0	-3	0
Cc1cc(C)c2[nH]c(=O)c(CN3CCC4(CCOCC4)CC3)cc2c1	-5	-1	nt
CCOC(=O)C1CCN(/C=C2\Oc3c(ccc(O)c3C)C2=O)CC1	-5	-6	-10
O=C(c1ccc(CC2CCCNC2)cc1)N1CCN(C2CCCC2)C(=O)C1 (stereo not given)	-8	2	-10
Cc1nc(Nc2ccc(NC(=O)Nc3ccccc3)cc2)cc(-n2ccnc2)n1	-5	-15	-10
Clc1cncc(NC2CCCC2)n1	-6	5	nt
CN(C)c1ccc(NC(=O)C2CCCC2)cc1CN(Cc1ccc(F)cc1)S(=O)(=O)c1ccc(F)cc1	-10	5	-5
Cn1ncc(N2CCN(c3ncnc4c3CCNC4)CC2)cc1=O	-1	1	nt
Cc1cc(NC(=O)c2noc(C)c2[N+](=O)[O-])no1	-7	11	-5
CCOc1ccc(C(=O)Nc2cc(CN(C)C)ccc2C)cc1OCC	-2	0	nt
Cc1cc(C)n(CCCC(=O)N2CC(N3CCCCC3C)C2)n1 (stereo not given)	-5	25	-16
Clc1ccc(C2CC(c3ccccc3)n3nnnc3N2)cc1 (stereo not given)	-11	4	nt
CCCN(Cc1cccnc1)C(=O)Nc1ccc(OCC)cc1	-4	-2	-4
CC1(C)ON=C(c2cccc(F)c2)NC1=O	0	-2	nt
COCCCNc1ncnc2ccc(C)cc12	-3	-7	nt
